Source: PubChem
CR mimetic SO: lowers age-related superoxide in aged yeast cells. superoxide response (% of plate mean), % at 10 µM. hit rate 0.18% among 330,000. AID 2690. S. cerevisiae aged cells, superoxide DHE fluorescence; hits give low values;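 active = superoxide response under a set limit, about three screen SD below normal, cut at about 65% in these data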;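 also: yeast aged for seven days with compound at 30 °C before DHE staining; 100% = average MFI of all compound-treated wells on the plate with controls excluded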
AHR activator: activators of human aryl hydrocarbon receptor. P35869. AHR-responsive luciferase reporter cells, luminescence. activation, % at 5 µM. hit rate 2.5% among 320,000. AID 2796; in the data active = activation above about 47%;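 also: 0% = vehicle wells and 100% = reference agonist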
Target sequence (P35869 whole entry, looked up): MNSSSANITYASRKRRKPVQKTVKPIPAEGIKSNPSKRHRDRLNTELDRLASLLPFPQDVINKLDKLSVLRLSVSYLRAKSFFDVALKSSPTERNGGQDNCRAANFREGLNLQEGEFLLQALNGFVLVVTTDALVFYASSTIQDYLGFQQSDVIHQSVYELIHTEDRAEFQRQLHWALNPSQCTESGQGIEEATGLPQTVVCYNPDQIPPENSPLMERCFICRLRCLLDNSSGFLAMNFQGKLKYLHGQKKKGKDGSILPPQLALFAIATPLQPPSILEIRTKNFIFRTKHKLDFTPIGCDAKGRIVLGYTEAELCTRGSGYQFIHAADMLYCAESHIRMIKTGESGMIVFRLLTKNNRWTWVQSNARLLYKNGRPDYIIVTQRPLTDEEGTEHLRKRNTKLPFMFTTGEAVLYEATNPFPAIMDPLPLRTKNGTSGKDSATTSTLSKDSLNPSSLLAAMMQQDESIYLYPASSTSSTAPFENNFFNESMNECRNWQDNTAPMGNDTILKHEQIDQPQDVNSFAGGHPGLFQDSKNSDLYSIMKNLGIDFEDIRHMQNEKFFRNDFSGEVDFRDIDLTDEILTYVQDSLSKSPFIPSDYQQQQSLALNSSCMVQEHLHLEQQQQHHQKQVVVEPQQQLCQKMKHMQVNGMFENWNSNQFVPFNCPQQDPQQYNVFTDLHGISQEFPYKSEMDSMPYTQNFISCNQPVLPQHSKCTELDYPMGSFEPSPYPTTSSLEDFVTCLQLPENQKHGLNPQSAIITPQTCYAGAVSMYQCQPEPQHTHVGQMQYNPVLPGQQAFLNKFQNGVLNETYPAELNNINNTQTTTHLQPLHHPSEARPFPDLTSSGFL
MEP2-GFP yeast: modulators of TOR pathway MEP2-GFP in S. cerevisiae; AID 2016; GFP response vs DMSO, % at 10 µM; hit rate 0.51% among 330,000; S. cerevisiae MEP2-GFP strain, flow cytometry GFP, 3 h; 100% = DMSO control level;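 active = GFP response versus DMSO above a set limit, roughly screen mean plus 3 SD, cut at about 180% in these data; inconclusive = fewer than 70 cells counted for a yeast strain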;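 also: median GFP fluorescence of the barcode-gated MEP2-GFP cells per well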
Efflux pump inh: inhibitors of Candida antifungal efflux pumps expressed in yeast. inhibition, % at 10 µM. S. cerevisiae Candida pump triplex, Nile Red efflux. hit rate 0.44% among 330,000;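 active = plate passing quality check with inhibition over a set limit, or well fluorescence over plate mean plus 4 SD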;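 also: Nile Red retained in pooled yeast measured as flow cytometry median fluorescence; 0% = buffer negative control and 100% = Enniatin B positive control; higher means more Nile Red kept so more efflux inhibition; some compounds called inactive have numbers as strong as hits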
LAP4 TOR yeast: modulators of TOR pathway LAP4-GFP in S. cerevisiae | S. cerevisiae LAP4-GFP multiplex, flow cytometry GFP, 3 h; median GFP as percent of DMSO wells | GFP response vs DMSO, % at 10 µM | hit rate 0.34% among 320,000 | AID 2023;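 active = GFP response vs DMSO above a set limit, about the screen mean plus 3 SD, cut at about 150% in these data; inconclusive = under 70 cell events counted for the yeast strain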
AGP1-GFP MLPCN: yeast TOR pathway AGP1-GFP modulation. S. cerevisiae AGP1-GFP multiplex flow cytometry, 3 h; GFP as percent of DMSO wells. GFP response vs DMSO, % at 10 µM. hit rate 0.02% among 320,000;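 active = GFP response relative to DMSO above a set limit, near screen average plus 3 SD, cut at about 150% in these data; inconclusive = fewer than 70 cells counted for the yeast strain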;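 also: median GFP channel fluorescence of the gated AGP1 strain per well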
RPL19A TOR yeast: yeast TOR pathway RPL19A-GFP modulation; S. cerevisiae RPL19A-GFP strain, flow cytometry, 3 h; hits give low values; percent response vs DMSO, % at 10 µM; hit rate 0.3% among 330,000;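 active = percent response vs DMSO below 50%; inconclusive = fewer than 70 events counted for the yeast strain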;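 also: median channel GFP fluorescence of the barcoded RPL19A-GFP strain; ratio of sample median GFP to plate DMSO average so 100% = DMSO; lower means less RPL19A-GFP as with rapamycin TOR inhibition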
CIT2-GFP yeast: modulators of TOR pathway CIT2-GFP in S. cerevisiae. hit rate 0.065% among 320,000. GFP response vs DMSO, % at 10 µM. S. cerevisiae CIT2-GFP strain, flow cytometry, 3 h; 100 means same as DMSO wells. AID 2029;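 active = GFP response relative to DMSO above a set limit, near the screen mean plus 3 SD, cut at about 150% in these data; inconclusive = Fewer than 70 cells measured for a yeast strain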;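 also: ratio of well median GFP fluorescence to mean of DMSO wells on the plate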
Starred values were filed as active, the others as inactive; ? = inconclusive; . = not tested or not shown; [ ] = another dose, or the depositor's remark.

SMILES | CR mimetic SO | AHR activator | MEP2-GFP yeast | Efflux pump inh | LAP4 TOR yeast | AGP1-GFP MLPCN | RPL19A TOR yeast | CIT2-GFP yeast
CCOc1ccc(Cl)cc1S(=O)(=O)N1CCC(C(=O)NCc2ccccn2)CC1 | 95 | 1 | 115 | 0.1 | 105 | 105 | 106 | 110
COCCNC(=O)CSc1nc2sc(C)c(C)c2c(=O)n1-c1ccccc1 | 104 | 0 | 105 | 0.2 | 113 | 105 | 103 | 93
O=CNCc1nc2ccccc2n1CCc1ccccc1 | 101 | -2 | 104 | 0.3 | 90 | 95 | 101 | 98
COc1ccc(-c2csc(/C(C#N)=C(\O)CSc3nccn3C)n2)cc1OC | 101 | 1 | 92 | -0.1 | 90 | 93 | 91 | 94
COn1c(=O)c(-c2cccc(Br)c2)[n+]([O-])c2ccccc21 | 105 | 43 | 111 | 0.1 | 103 | 102 | 101 | 105
Oc1ccc(C(=S)N2CCCCC2)cc1 | 104 | 1 | 97 | -0.2 | 100 | 99 | 100 | 110
Cc1oc(-c2ccc3ccccc3c2)nc1CN(C)C(C)c1ccncn1 (configuration not stated) | 115 | 115* | 102 | -0.1 | 102 | 107 | 107 | 102
CCCCCCCCNC(=O)/C(C#N)=C/c1ccc(SC)cc1 | 120 | -2 | 101 | 0.1 | 95 | 101 | 107 | 102
Cc1ccc(-c2c3c(=O)n(C)c(=O)n(C)c3cn2-c2ccccc2O)cc1 | 93 | 3 | 92 | 0.0 | 91 | 97 | 102 | 93
COCCNc1oc(-c2ccccc2Cl)nc1C#N | 88 | 9 | 97 | 0.1 | 102 | 90 | 99 | 95
Cc1cccc(C)c1NC(=O)C(NC(=O)c1ccccn1)c1ccc([N+](=O)[O-])cc1 (configuration not stated) | 92 | 2 | 105 | 0.0 | 99 | 103 | 104 | 100
COc1ccc(-c2c(C(F)(F)F)oc3cc(OCC(=O)Nc4ccccc4C(F)(F)F)ccc3c2=O)cc1OC | 106 | 1 | 107 | -0.4 | 97 | 95 | 101 | 94
Cc1ccc(NC(=S)N(CCCN2CCC(C)CC2)Cc2ccco2)cc1C | 93 | 1 | 113 | -0.2 | 110 | 107 | 100 | 111
COc1cc2cc(C(=O)N3CCN(c4ccccc4OC)CC3)[nH]c2cc1OC | 101 | . | 107 | -0.1 | 102 | 96 | 102 | 94
Cc1ccc(NC(=O)CN(C)C(=O)c2n[nH]c(=O)c3ccccc23)cc1 | 94 | 1 | 103 | 0.2 | 100 | 105 | 104 | 101
CCn1c(CSc2nncn2-c2ccc(OC)cc2)nc2cc(S(=O)(=O)N(C)C)ccc21 | 87 | 0 | 97 | -0.1 | 94 | 104 | 97 | 99
Cc1cccc(C(=O)NC(=S)NNC(=O)c2ccc(Cl)cc2)c1 | 169 | 2 | 106 | -0.1 | 105 | 99 | 99 | 83
CC(C)(C)N(Cc1ccccc1)C(=O)CSc1nc2ccccc2c(=O)[nH]1 | 126 | 0 | 99 | 0.1 | 102 | 102 | 94 | 90
COc1ccc(Cc2nc(C(=O)Nc3ccc(Cl)cc3)cs2)cc1 | 105 | 11 | 96 | 0.1 | 98 | 96 | 94 | 88
Cc1ccc2c(c1)C(O)(C1COC(C)(C)CC1=O)C(=O)N2C (configuration not stated) | 107 | 6 | 100 | 0.1 | 85 | 101 | 104 | 102
CCC1CCC2(CC1)NC(=O)N(CC(=O)NCc1ccc(Cl)cc1)C2=O (configuration not stated) | 110 | -1 | 90 | 0.3 | 96 | 96 | 94 | 85
CCC(C)(C)NS(=O)(=O)c1cc(CN2C(=O)c3cccnc3C2=O)ccc1OC | 85 | 2 | 113 | -0.1 | 95 | 92 | 104 | 104
CC(=O)N1CCN(c2ccc([N+](=O)[O-])c(NCc3cccnc3)c2)CC1 | 109 | 7 | 94 | 0.1 | 93 | 93 | 100 | 93
N#C/C(=C\c1ccccc1[N+](=O)[O-])C(=O)Nc1ccc(S(N)(=O)=O)cc1 | 91 | 4 | 102 | 0.0 | 116 | 111 | 101 | 96
Cc1ccc2oc(=O)c3cnn(CC(=O)Nc4cc(-c5cccc(F)c5)no4)c3c2c1 | 79 | 0 | 113 | 0.0 | 119 | 103 | 109 | 96

A draw from above in order of molecular weight, rising:
SMILES | CR mimetic SO | AHR activator | MEP2-GFP yeast | Efflux pump inh | LAP4 TOR yeast | AGP1-GFP MLPCN | RPL19A TOR yeast | CIT2-GFP yeast
O=CNCc1nc2ccccc2n1CCc1ccccc1 | 101 | -2 | 104 | 0.3 | 90 | 95 | 101 | 98
CCCCCCCCNC(=O)/C(C#N)=C/c1ccc(SC)cc1 | 120 | -2 | 101 | 0.1 | 95 | 101 | 107 | 102
Cc1cccc(C(=O)NC(=S)NNC(=O)c2ccc(Cl)cc2)c1 | 169 | 2 | 106 | -0.1 | 105 | 99 | 99 | 83

Other entries follow.
SMILES | CR mimetic SO | AHR activator | MEP2-GFP yeast | Efflux pump inh | LAP4 TOR yeast | AGP1-GFP MLPCN | RPL19A TOR yeast | CIT2-GFP yeast
C=CCn1c(N)c(C(=O)NCCC2=CCCCC2)sc1=S | 81 | 2 | 107 | -0.1 | 111 | 102 | 98 | 107
CCc1ccc(NC(=O)c2ccccc2NC(=O)C2CCCO2)cc1 (configuration not stated) | 113 | 18 | 101 | 0.2 | 90 | 97 | 100 | 103
CCOc1cc(C2CC(=O)Nc3cc(C)c(C)cc32)ccc1O (configuration not stated) | 104 | 6 | 101 | -0.1 | 99 | 104 | 99 | 100
COc1ccccc1C(=O)Oc1ccccc1C(=O)Nc1ccccc1 | 91 | 1 | 102 | -0.1 | 88 | 87 | 99 | 80
Cc1cc(C)c(NC(=O)CS(=O)CC(=O)N2CCN(c3ccc(F)cc3)CC2)c(C)c1 (configuration not stated) | 96 | 0 | 97 | 0.0 | 91 | 99 | 91 | 93
COc1cc(C)nc(N2CCCC(C(=O)NCC(C)C)C2)n1 (configuration not stated) | 91 | 6 | 99 | 0.0 | 96 | 98 | 98 | 100
Cc1ccc(NNC(=S)Nc2ccc(C(C)C)cc2)c(C)c1 | 94 | 66* | 93 | -9.9 | 96 | 102 | 99 | 98
C=CCn1c(=O)c(C(=O)NCCN(CC)CC)c(O)c2ccccc21 | 79 | 2 | 100 | -0.2 | 100 | 106 | 103 | 107
O=C(Nc1ccccc1)OC1CCCCc2cccnc21 (configuration not stated) | 93 | 8 | 103 | 0.0 | 106 | 114 | 100 | 102
CCc1c(C(=O)Nc2cc(C(=O)OC)ccc2C)csc1C | 103 | . | 106 | 0.0 | 88 | 77 | 111 | 86
O=C(NN1C(=O)/C(=C/c2ccc(O)c([N+](=O)[O-])c2)SC1=S)c1ccccc1Cl | 85 | 4 | 113 | -0.1 | 132 | 80 | 73 | 122
CC12CCC(C(=O)NCC3CCCO3)(OC1=O)C2(C)C (configuration not stated) | 98 | 0 | 96 | -0.1 | 99 | . | 96 | 95
COCCCNC(=O)C1CCN(c2nc(C)cc(C)n2)CC1 | 89 | 0 | 106 | -0.1 | 107 | 110 | 107 | 108
CCOC(=O)c1oc2nc3c(cc2c1N)CCCC3 | 92 | 1 | 93 | 0.0 | 111 | 96 | 96 | 88
Cc1nc(CNC(=O)C2CCC(=O)N(CCc3ccc(Cl)cc3)C2)sc1C (configuration not stated) | 96 | 3 | 96 | -0.3 | 101 | 111 | 94 | 101
COc1nc(OC)nc(N2CCC(NC(=O)C(Cc3ccc(C(C)C)cc3)NC(C)=O)CC2)n1 (configuration not stated) | 111 | 5 | 95 | 0.0 | 98 | 98 | 102 | 90
Cc1ccc(NC(=O)CNC(C)c2ccccc2)cc1 (configuration not stated) | 117 | 4 | 113 | 0.0 | 95 | 100 | 108 | 104
O=C(Nc1ccc(Cl)cc1)c1cc2nc(C3CC3)cc(C(F)(F)F)n2n1 | 105 | 4 | 112 | -0.1 | 116 | 108 | 108 | 115
COc1cccc(NC(=O)C2CCN(S(=O)(=O)c3ccc4c(c3)N(C(C)=O)CCO4)CC2)c1 | 99 | 1 | 96 | 0.1 | 96 | 97 | 97 | 95
CN1C(=O)/C(=C/c2cccc([N+](=O)[O-])c2)C(=O)N1c1ccccc1 | 90 | 1 | 110 | -0.1 | 97 | 102 | 108 | 105
O=C(O)/C=C/c1cn(Cc2ccccc2)nc1-c1cccs1 | 138 | 0 | 101 | 0.0 | 106 | 102 | 100 | 96
Cn1cc(C(=O)N/N=C/c2cccc(O)c2)ccc1=O | 91 | 4 | 93 | -0.1 | 83 | 89 | 87 | 90
O=C(OCn1nnc2ccccc2c1=O)C1=COCCO1 | 94 | -1 | 312*[may fluoresce violet] | 0.1 | 95[may fluoresce violet] | 23[may fluoresce violet] | 64[may fluoresce violet] | ?
C=CCn1c2ccccc2c2nnc(SCc3[nH]c(=O)[nH]c3C(=O)CCCCC(=O)OCC)nc21 | 124 | 17 | ? | -0.3 | ? | ? | ? | ?
N#CC1(NC(=O)COC(=O)CNC(=O)c2sc3ccccc3c2Cl)CCCCC1 | 125 | 0 | 102 | 0.2 | 106 | 98 | 99 | 89

The list goes on.
SMILES | CR mimetic SO | AHR activator | MEP2-GFP yeast | Efflux pump inh | LAP4 TOR yeast | AGP1-GFP MLPCN | RPL19A TOR yeast | CIT2-GFP yeast
COc1ccc(-c2nn(C)c3sc(C(=O)NCc4ccco4)cc23)cc1OC | 108 | 134* | 106 | 0.1 | 100 | 97 | 99 | 89
O=C(Nc1cccc2ccccc12)C1CCN(C(=O)NCc2ccccc2)CC1 | 126 | 10 | 103 | 0.3 | 95 | 103 | 99 | 102
O=C(COC(=O)Cc1ccccc1[N+](=O)[O-])NNC(=O)c1ccc([N+](=O)[O-])cc1 | 145 | 0 | 97 | 0.1 | 90 | 94 | 94 | 90
O=C(NNC1=Nc2ccccc2SC1)c1ccccc1F | 103 | 56* | 101 | 0.2 | 108 | 102 | 100 | 98
Cc1cc(OC(=O)c2ccccc2Cl)ccc1N1C(=O)CCC1=O | 122 | 2 | 114 | -0.1 | 102 | 106 | 104 | 116
COC(=O)c1ccc(NC(=O)CSc2nncn2-c2ccccn2)cc1 | 103 | 3 | 109 | -0.6 | 100 | 100 | 106 | 99
CCOC(=O)c1c(-c2ccccc2)nc2ccc(Cl)cn12 | 103 | 23 | 99 | -0.1 | 102 | 95 | 101 | .
Cc1cc(Oc2ccc(Cl)cc2)nc(-c2ccccc2O)n1 | 113 | 10 | 90 | -0.2 | 89 | 88 | 91 | 96
COc1ccc(CC(=O)OC(C)CN2CCCCC2)cc1 (configuration not stated) | 101 | 0 | 100 | -0.2 | 97 | 104 | 98 | 109
O=C(CNCc1ccco1)Nc1cccc(S(=O)(=O)N2CCCCC2)c1 | 107 | 6 | 103 | 0.1 | 100 | 103 | 104 | 103
CN1CCC(=NNC(=O)CN(c2cccc(Br)c2)S(C)(=O)=O)CC1 | 107 | 10 | 107 | -0.1 | 103 | 106 | 108 | 103
CC1CN(C(=O)Cn2cc(S(=O)(=O)CC(=O)N(C)c3ccccc3)c3ccccc32)CC(C)O1 (configuration not stated) | 100 | -1 | 110 | -0.1 | 117 | 107 | 101 | 116
Clc1ccc(-c2cc(CN3CCCCC3)no2)cc1Cl | 101 | 0 | 85 | 0.1 | 94 | 84 | 89 | 83
N#Cc1c(-c2ccccc2)nc(N2CCN(Cc3ccccc3)CC2)[nH]c1=O | 73 | 2 | 97 | -0.1 | 100 | 105 | 102 | 102
Cc1ccc2[nH]c3c(=O)n(CC(=O)N4CCN(C)CC4)ncc3c2c1 | 113 | 3 | 193* | 0.2 | 111 | 115 | 78 | 117
O=C(NCc1cccnc1)Nc1ccccc1C(F)(F)F | 111 | 6 | 94 | 0.0 | 74 | 92 | 102 | 98
Cc1ccc(NC(=O)c2cc(NC(=O)c3ccccc3C(=O)O)ccc2N2CCCCC2)cc1 | 88 | 12 | 90 | -0.2 | 102 | 99 | 96 | 98
